M. tuberculosis GlmU: inhibition of mycobacterial GlmU enzyme – biochemical, glucosamine-1-phosphate acetyltransferase (AID 1376); inhibition, %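 (tested at 30 µM in the primary screen)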; hits with a dose series show IC50 in µM; M. tuberculosis GlmU acetyltransferase enzyme assay; higher % means a stronger effect; 220,000 tested, 0.25% active; in the data active means inhibition above about 13%;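 further: 0% = complete reaction with vehicle and 100% = reaction without substrate; strong numbers were not always called active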
Mtb RmlCD inh: M. tuberculosis RmlC/RmlD coupled enzyme inhibitors, primary screen, biochemical, compound mixtures, 384-well, from 1536-well plates | dTDP-4-dehydrorhamnose reductase (Mycobacterium tuberculosis (strain ATCC 25618 / H37Rv)) … | RmlC+RmlD coupled enzyme assay, percent inhibition; primary screen in compound mixtures | inhibition, % at 3.6 µM | 160,000 tested, 0.03% active | AID 1533, 2009; in the data active means inhibition mostly above about 34%, no sharp cut-off; further: some results filed as inactive read as strong as hits
Target sequence (P9WH09 whole entry, looked up): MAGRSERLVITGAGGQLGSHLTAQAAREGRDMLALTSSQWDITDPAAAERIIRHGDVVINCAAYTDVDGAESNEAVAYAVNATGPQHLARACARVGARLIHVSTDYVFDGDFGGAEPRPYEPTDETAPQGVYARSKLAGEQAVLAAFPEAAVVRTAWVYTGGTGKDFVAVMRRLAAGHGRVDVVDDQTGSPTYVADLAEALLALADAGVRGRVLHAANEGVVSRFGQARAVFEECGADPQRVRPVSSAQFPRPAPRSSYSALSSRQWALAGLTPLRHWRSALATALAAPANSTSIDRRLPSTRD
Target sequence (P9WH11 whole entry, looked up): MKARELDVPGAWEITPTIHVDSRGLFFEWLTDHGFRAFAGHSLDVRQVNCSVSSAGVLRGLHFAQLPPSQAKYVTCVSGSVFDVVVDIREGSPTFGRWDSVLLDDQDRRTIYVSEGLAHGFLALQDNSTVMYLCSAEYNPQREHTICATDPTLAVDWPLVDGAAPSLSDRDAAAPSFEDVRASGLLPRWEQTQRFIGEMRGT
An asterisk follows results filed as active; · = not tested or not shown.

SMILES	M. tuberculosis GlmU	Mtb RmlCD inh
O=C(Nc1ccccc1)OC1CN=C(N[N+](=O)[O-])NC1 (stereo unspecified)	-7.5%	9.2
Cn1c(Oc2ccccc2NCc2cc(Br)ccc2O)cc(=O)n(C)c1=O	·	-8.1
Cc1cc(C)c(S(=O)(=O)N2CCN=C2c2ccccc2)cc1C	1.6%	2.4
COc1ccc(S(=O)(=O)N2CCOCC2)cc1C(=O)Nc1nc2ccccc2s1	4.1%	8.6
Cc1n[nH]c(C)c1S(=O)(=O)N(CC(=O)Nc1ccc2c(c1)OCCO2)c1ccc(C(C)C)cc1	-0.7%	7.8
O=C1C=C(c2cccs2)C[C@H](c2ccccc2)[C@H]1n1nnc([N+](=O)[O-])n1	9.5%	-11.1
Cc1ccccc1NC(=O)N1CCCC1C(=O)NCc1cccs1 (stereo unspecified)	-2.1%	·
CN1CCN(C(=O)c2ccc(N(Cc3ccccc3Cl)S(C)(=O)=O)cc2)CC1	-1.3%	·
CS(=O)(=O)c1cnc(-c2cccnc2)nc1N	-3.2%	11.7
Cc1ccc(NC(=O)C(C)[n+]2ccccc2)cc1[N+](=O)[O-] (stereo unspecified)	-0.8%	·
Cc1ccc(OCC(=O)NNC(=O)c2cccnc2)cc1	0.2%	·
O=C(NCc1ccco1)c1cc(-c2ccncc2)nc2ccccc12	2.2%	-0.8
Cc1cccc(N=C2NC(=O)CS2)c1C	0.1%	15.9
CS(=O)(=O)c1ccc(Cl)c(NC(=O)Cc2ccccc2F)c1	2.8%	·
CC(=O)Nc1ccc(/C(C)=N/Nc2nc(N3CCOCC3)nc(N3CCOCC3)n2)cc1	1.4%	10.9
O=C(NC1CCCCC1)C(c1ccccc1)N(Cc1ccc2c(c1)OCO2)C(=O)c1cnsn1 (stereo unspecified)	2.3%	-9.2
O=C(CC1CCCCC1)Nc1ccc(-c2ccc3nncn3n2)cc1	-3.6%	·
COc1ccccc1C(=O)N/C(=C/c1ccccc1)C(=O)NC(CCSC)C(=O)O (stereo unspecified)	-3.2%	19.7
O=C(Nc1cccc(O)c1)c1ccccc1[N+](=O)[O-]	2.8%	-5.8
C/C(CC(=O)Nc1ccc(C)c(Cl)c1)=N\NC(=O)c1ccncc1	0.9%	-6.8
CCC(CCC(=O)Nc1cccc(C(=O)O)c1)C(=O)O (stereo unspecified)	-4.6%	6.9
O=C(C[n+]1cc(-c2ccc(F)cc2)n2c1CCC2)Nc1nc(-c2ccc(F)cc2)cs1	-6.3%	2.6
CCOC(=O)C(=NCC1CCCO1)NNc1cc(Cl)ccc1Cl (stereo unspecified)	-0.5%	·
COc1cc(CNCc2ccccn2)ccc1OCc1ccc(Cl)cc1	-3.6%	-4.6
COc1cc(/C=N/NC(=O)C(=O)/C=C2\NC3(CCCC3)Cc3ccccc32)ccc1O	6.1%	5.8

Quoted at random: 3 compounds from above
SMILES	M. tuberculosis GlmU	Mtb RmlCD inh
Cc1cc(C)c(S(=O)(=O)N2CCN=C2c2ccccc2)cc1C	1.6%	2.4
O=C(Nc1ccccc1)OC1CN=C(N[N+](=O)[O-])NC1 (stereo unspecified)	-7.5%	9.2
O=C(NC1CCCCC1)C(c1ccccc1)N(Cc1ccc2c(c1)OCO2)C(=O)c1cnsn1 (stereo unspecified)	2.3%	-9.2

New compounds follow
SMILES	M. tuberculosis GlmU	Mtb RmlCD inh
Cc1ccc(OCC(=O)NC2CCCC2)c(C)c1	4.4%	12.3
CCCN(CCC)S(=O)(=O)c1ccc(C(=O)Nc2nnc(-c3cc(OC)cc(OC)c3)o2)cc1	·	-2.1
N#C/C(=C\c1c[nH]c2ccccc12)C(=O)NCC1CCCO1 (stereo unspecified)	-0.4%	-6.4
CC(C)NC(=O)c1sc2c(c1C(=O)Nc1cccnc1)CCCC2	-5.9%	11.2
Cc1ccc(N2C(=O)c3ccc(N)cc3C2=O)cc1C	-2.5%	-10.4
Cc1cc(NC(=O)c2cc(-c3ccccn3)nc3ccccc23)no1	-0.6%	·
COc1ccc(/C=N/OCC(=O)Nc2nc3ccccc3s2)cc1	0.7%	·
CCc1cc2c(=O)c(Oc3ccccc3F)c(C)oc2c(CN(C)C)c1O	-4.5%	14.2
Cc1occc1C(=O)Nc1nnc(C(F)(F)F)s1	0.9%	·
O=c1c2ccccc2nc2n1C(CBr)CN2 (stereo unspecified)	6.0%	-5.3
C/C(CC(=O)Nc1ccc(N(C)C)cc1)=N\NC(=O)c1ccc([N+](=O)[O-])cc1Cl	0.9%	-10.3
CN(C)CCSc1nc(-c2ccccc2)nc2c1CCC2	0.3%	24.4
CCOC(=O)c1nnc(-c2ccc(C)cc2)nc1Oc1ccc(Cl)cc1Cl	0.1%	·
CCN(CC)S(=O)(=O)c1ccc(N=NC2=C(O)CCCC2=O)cc1	1.3%	0.9
CNS(=O)(=O)c1cccc(C(=O)Nc2cccc(Cl)c2)c1	1.4%	7.7
CCn1cc(SCC(=O)Nc2cc(C)on2)c2ccccc21	-6.9%	·
Nc1nc(CN2CCCCCC2)nc(Nc2ccccc2)n1	0.1%	·
C#CCN1C(=O)C(O)(c2c(C)[nH]c3ccccc23)c2ccccc21 (stereo unspecified)	2.6%	-7.9
Cn1c(=N)n(CC(=O)O)c2ccccc21	-1.6%	·
O=C(CSc1nnc(-c2ccccn2)n1-c1ccc(Cl)cc1)Nc1ccc2c(c1)OCO2	-1.1%	·
COC(=O)c1ccc(C2C(C#N)=C(N)Oc3cc(C)n(C)c(=O)c32)cc1 (stereo unspecified)	-3.5%	11.5
O=C(NCCCn1ccnc1)c1cc([N+](=O)[O-])cc([N+](=O)[O-])c1	1.9%	·
CC1(C)CC(C(CC(=O)O)c2ccccc2)CCO1 (stereo unspecified)	-3.7%	·
COC(=O)C1=C(N)N(c2ccccc2C(F)(F)F)C2=C(C(=O)CCC2)C1c1ccc2c(c1)OCO2 (stereo unspecified)	0.2%	7.6
CCOc1ccc(-c2cc(N)n(S(=O)(=O)c3ccc(OC)c(OC)c3)n2)cc1	3.8%	4.2

Reprinted from the listing for reference:
SMILES	M. tuberculosis GlmU	Mtb RmlCD inh
CNS(=O)(=O)c1cccc(C(=O)Nc2cccc(Cl)c2)c1	1.4%	7.7
CCn1cc(SCC(=O)Nc2cc(C)on2)c2ccccc21	-6.9%	·

(cont.)
SMILES	M. tuberculosis GlmU	Mtb RmlCD inh
CN1CCN(C(=S)c2cn(Cc3ccccc3)c3ccccc23)CC1	-9.9%	9.3
CC1CCC(NC(=O)Cn2c(=O)[nH]c3ccsc3c2=O)CC1 (stereo unspecified)	-6.0%	-11.5
O=C(N1CCOCC1)N1CCN(c2nc(-c3ccc(F)cc3)cs2)CC1	-2.7%	·
CC(C)CCn1c(Sc2nc3ccccc3s2)nc2c1c(=O)[nH]c(=O)n2C	1.9%	-4.8
CCOc1ccc(S(=O)(=O)c2c(C(=O)c3ccc(C)cc3)cnc3cc4c(cc23)OCCO4)cc1	3.9%	5.7
Cc1nc(-c2cccc(S(=O)(=O)N3CCCCC3)c2)cs1	2.9%	-15.8
CC(SC#N)C(=O)C12CC3CC(CC(C3)C1)C2 (stereo unspecified)	3.1%	-8.5
Clc1ccccc1-c1csc(Nc2cccnc2)n1	-0.7%	2.1
CCOC(=O)N1CCC(n2c(=S)[nH]c3cc(OCC)c(OCC)cc3c2=O)CC1	1.5%	-1.8
N#CC(c1ccccn1)c1ncc(C(F)(F)F)cc1Cl (stereo unspecified)	-0.3%	6.4
O=C1c2ccccc2NC(c2ccco2)N1NS(=O)(=O)c1ccccc1 (stereo unspecified)	3.2%	2.9
Nc1ncnc2c1ncn2[C@H]1C[C@H](O)[C@@H](COP(=O)(O)O)O1	-0.5%	·
Cc1onc(-c2c(Cl)cccc2Cl)c1C(=O)N1CCN(c2ccccc2)CC1	1.0%	-8.5
CCc1ccccc1NC(=O)CSc1nnc(Cn2nnc3ccccc32)n1C	-0.1%	·
Cn1sc(NC(=O)c2ccccc2)nc1=O	-2.3%	-3.0
O=C1Nc2ccccc2C1(O)c1ccccc1 (stereo unspecified)	1.7%	4.8
CSc1cc(C)n(-c2ccccc2)c(=S)c1C(C)=O	2.0%	·
CCc1ccc(NC(=S)N(Cc2ccccc2)Cc2ccccn2)cc1	1.8%	40.0
CCn1cc(C(C)NC(=O)COc2ccc(Cl)cc2C)c(C)n1 (stereo unspecified)	4.3%	·
Cc1ccc2cccc(OCc3ccccc3)c2n1	-6.2%	9.7
O=C(Cn1cc2c(n1)CCCC2)NCCCN1CCN(C2CCCCC2)CC1	-5.1%	-0.8
O=S(=O)(c1ccccc1)N1CCN(c2nc(-c3cccs3)nc3ccccc23)CC1	5.1%	·
O=C1CC(c2ccccc2)Oc2cc(O)cc(O)c21 (stereo unspecified)	1.1%	·
Cc1ccc(C2CC(=O)c3cnn(-c4nc(C)cc(C)n4)c3C2)cc1 (stereo unspecified)	-3.3%	·
CN(C)CCCNc1oc(-c2ccc(Cl)cc2)nc1C#N	-1.0%	7.6
The list goes on:
SMILES	M. tuberculosis GlmU	Mtb RmlCD inh
Cc1ccc(-n2ncc3c(NCc4ccco4)ncnc32)cc1C	3.8%	2.7
CCOc1ccc(C(=O)NC(=S)Nc2ccc(NC(=O)c3ccco3)cc2)cc1[N+](=O)[O-]	-2.9%	38.8
COc1ccc(NC(=O)c2ccccc2NC(=O)c2ccco2)c(OC)c1	2.5%	5.0
Cc1ccc(S(=O)(=O)CCNC(=O)Cc2ccc(Cl)cc2)cc1	0.7%	-7.6
O=C(O)CSc1ncnc2scc(-c3ccc(Br)cc3)c12	-4.9%	6.9
CCn1cc(Br)c(C(=O)Nc2ccc(F)cc2F)n1	-3.0%	3.9
OCc1cccnc1	1.4%	·
O=C(CSc1nc2ccccc2o1)c1ccccc1	1.6%	·
Cc1nnc(-n2ncc(C#N)c2N)c2nn(-c3cccc(Cl)c3)c(C)c12	-0.6%	·
COc1ccc2nc(NC(=O)CSc3nnnn3C)sc2c1	3.8%	-2.1
CC1(C)CC2(CCCN3C(=O)CSC32)CCS1 (stereo unspecified)	2.5%	·
Cc1cc(=O)n(-c2ccc(Cl)cc2)c(=O)[nH]1	1.3%	-6.7
CS(=O)(=O)N1CCN(C(=S)NCc2ccc(F)cc2)CC1	2.5%	-6.7
O=C(c1ccc(COc2ccc(Cl)cc2)o1)N1CCN(Cc2ccc3c(c2)OCO3)CC1	-0.3%	4.6
Cc1cc(Cl)c(S(=O)(=O)N2CCN(c3ccccn3)CC2)cc1OCC(=O)NC1CCCCC1	-0.4%	-3.8
COc1ccc(OC)c(Nc2ncnc3ccccc23)c1	-6.0%	5.5
CCOC(=O)C1C(=O)OC(C)(C)C1C(C)C(=O)c1ccccc1 (stereo unspecified)	1.1%	-2.6
CC(C)(C)NC(=O)Cn1c(SCC(N)=O)nc2ccccc21	2.2%	·
OCCN1CCN(c2cc(-c3ccccc3)c3ccccc3n2)CC1	-2.5%	-2.6
COc1ccc(-c2nnc(SCC(=O)c3cccs3)o2)cc1	1.1%	1.5
CN1CCN(C(N)=NC(=O)c2ccccc2)CC1	-1.7%	2.2
O=S(=O)(Nc1cccnc1)c1ccc2c(c1)OCCO2	4.8%	·
Cc1ccc(CSc2sc(C(=O)c3ccccc3)c(N)c2C#N)cc1	-1.9%	-9.6
CCOC(=O)c1[nH]c(=O)[nH]c1CSc1ccccn1	4.3%	47.0
CCc1cccc(NC(=O)Cn2ncn3c(cc4ccccc43)c2=O)c1	-3.5%	6.3
Other records.
SMILES	M. tuberculosis GlmU	Mtb RmlCD inh
CCN1CCN(S(=O)(=O)c2ccc(Cl)c(C(=O)Nc3nnc(CC(C)C)s3)c2)CC1	-2.2%	-9.7
Cc1c(C)n2c3c(cccc13)CC2	5.8%	8.2
COc1ccc(OCCn2cc(/C=C(\C#N)C(=O)NCc3ccco3)c3ccccc32)cc1	-3.2%	·
COC(=O)c1ccccc1NC(=O)C1CCN(S(=O)(=O)c2cc(OC)ccc2OC)CC1	0.4%	·
O=C(NCCO)NC(=S)c1ccccc1	5.3%	12.7
COC(=O)CN1C(=S)N(c2ccc(OC)cc2)C(=O)/C1=C/c1ccc(OC)cc1	-0.6%	6.7
Cc1cccc(Nc2nc(N)c(C#N)c(CC#N)c2C#N)c1	-5.4%	5.8
c1coc(-c2nnc(-c3ccc4c(c3)OCO4)o2)c1	10.9%	-0.5
c1ccc(-c2noc(CN3CCN(C(c4ccccc4)c4ccccc4)CC3)n2)cc1	-8.8%	4.8
O=C(c1ccc2c(c1)N(Cc1ccc(F)cc1)C(=O)CS2)N1CCOCC1	2.7%	3.5
Cc1c(Cc2ccccc2)sc(/N=C/c2ccc3ccccc3c2)c1C(N)=O	1.8%	·
CCCCOC(=O)/C=C/c1c(C)[nH]c(=O)[nH]c1=O	-3.3%	4.3
CSCC[C@H](NC(=O)Nc1ccc(S(N)(=O)=O)cc1)C(=O)O	-7.3%	41.4
OCCNc1nc2ccccc2[nH]1	-3.0%	·
CCC1CCCCN1C(=O)CSc1nc2ccsc2c(=O)n1Cc1ccccc1 (stereo unspecified)	3.2%	·
O=C(NC1CCCC1)C(c1ccsc1)N(C(=O)Cc1cccs1)c1ccc(F)cc1 (stereo unspecified)	4.0%	·
CCOc1cc2c(Cl)ncnc2c(OCC)c1OCC	-2.8%	-8.5
Cc1c(NS(=O)(=O)c2ccc(Cl)c(C(=O)OC(C)C(=O)N3CCOCC3)c2)c(=O)n(-c2ccccc2)n1C (stereo unspecified)	5.8%	-2.8
CCOC(=O)c1oc2ccccc2c1NC(=O)Cc1cccs1	-2.6%	-13.7
O=C(NCc1cccnc1)C1CCN(S(=O)(=O)N2CCOCC2)CC1	-1.7%	·

A second format for 3 compounds above.
structure,M. tuberculosis GlmU,Mtb RmlCD inh
CCc1ccccc1NC(=O)CSc1nnc(Cn2nnc3ccccc32)n1C,-0.1%,·
Cc1ccc(OCC(=O)NC2CCCC2)c(C)c1,4.4%,12.3
CC(=O)Nc1ccc(/C(C)=N/Nc2nc(N3CCOCC3)nc(N3CCOCC3)n2)cc1,1.4%,10.9

Source: PubChem BioAssay (several laboratories)

Not all compounds are listed; count on the stated rates, not on these rows.
